NOD2-RIPK2 inh = NOD2-RIPK2 binding disruptors in cells, primary screen, fluorescence, CHO cells, BLA complementation. CCF4 ratio. inhibition, % at 4.98 µM. hit rate 0.38% among 360,000. AID 624267, 2012; in the data active = inhibition above about 21%;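 also: 0% = vehicle only and 100% = reference blocker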
aDG glyco act = activators of alpha-DG glycosylation, primary screen, uHTS, Pro5-aDG cells, AlphaScreen; AID 624168, 2012; alpha-DG glycosylation AlphaScreen (IIH6); 0% Pro5, 100% B10-LARGE cell signal; hit rate 0.22% among 360,000; activation, % at 10 µM;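 active = activation of at least 8% versus controls, or a plate z-score of at least 8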;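 also: Pro5 are CHO cells carrying HIG-tagged alpha-DG that lacks glycosylation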
ABCB6 inh 2 = ABCB6 transporter inhibitors, primary screen, K562-ABCB6 cells, flow cytometry, MLPCN library. AID 602162, 2011. hit rate 0.19% among 360,000. K562-ABCB6 porphyrin accumulation, 1 h; hits give low values. fluorescence ratio to DMSO, % at 10 µM;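 active = fluorescence ratio to DMSO below 75%, the collection mean minus 3 SD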;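 also: signal is porphyrin accumulated inside mitochondria; 100% equals median channel fluorescence of DMSO control wells; lower ratio means ABCB6 inhibition with less porphyrin fluorescence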
Target sequence (Q9NP58 whole entry, looked up): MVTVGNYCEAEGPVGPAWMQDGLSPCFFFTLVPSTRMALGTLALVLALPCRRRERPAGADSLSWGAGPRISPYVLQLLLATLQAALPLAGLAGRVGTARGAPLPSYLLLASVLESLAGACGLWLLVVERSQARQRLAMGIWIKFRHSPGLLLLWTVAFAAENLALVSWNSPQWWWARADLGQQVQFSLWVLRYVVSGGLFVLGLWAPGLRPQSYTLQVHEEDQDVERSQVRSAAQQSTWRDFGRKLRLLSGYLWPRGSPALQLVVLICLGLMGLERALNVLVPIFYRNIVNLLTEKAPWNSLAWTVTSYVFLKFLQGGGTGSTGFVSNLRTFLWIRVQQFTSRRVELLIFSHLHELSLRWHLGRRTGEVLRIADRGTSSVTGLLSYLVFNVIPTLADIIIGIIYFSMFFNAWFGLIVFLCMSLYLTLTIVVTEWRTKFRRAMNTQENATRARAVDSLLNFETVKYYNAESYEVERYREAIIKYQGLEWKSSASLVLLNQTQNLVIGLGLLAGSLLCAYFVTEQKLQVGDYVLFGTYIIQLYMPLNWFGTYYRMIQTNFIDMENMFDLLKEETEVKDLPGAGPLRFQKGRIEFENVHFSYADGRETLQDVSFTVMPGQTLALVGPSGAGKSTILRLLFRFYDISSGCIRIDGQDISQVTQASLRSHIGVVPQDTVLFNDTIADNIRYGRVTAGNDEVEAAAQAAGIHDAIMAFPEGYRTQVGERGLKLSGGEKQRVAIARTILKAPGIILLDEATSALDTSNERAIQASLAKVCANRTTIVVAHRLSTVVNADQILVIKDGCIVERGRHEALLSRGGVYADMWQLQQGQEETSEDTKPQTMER
MC4R antag cAMP = MC4R antagonists of cAMP signaling, primary screen, cell-based, TR-FRET, antagonist arm of biased-ligand search. inhibition, % at 6.5 µM. Melanocortin receptor 4 (Homo sapiens), P32245. hit rate 0.48% among 360,000. MC4R-expressing cells, MTII-stimulated cAMP, LANCE TR-FRET;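 active = inhibition above its plate's cutoff, the mean of tested wells on that plate plus 3 SD, cut at about 29% in these data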;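 also: 0% = Melanotan II alone and 100% = Melanotan II plus saturating MCL0020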
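Assay system: human MC4R-expressing U2OS cells; reagent: Melanotan II stimulation of cells; dosing: 6.5 µM single dose; timing: compound 30 min, challenge 1 h, detection 1 h; signal: TR-FRET cAMP assay; replicates: one well per compound, no replicates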
Vif inh = HIV Vif self-association inhibitors, primary screen, imaging, HEK293T, single point; HEK293T cells, Vif self-association by quenched fluorescence, 24 h; AID 602346, 2012; inhibition, % at 7.49 µM; hit rate 0.35% among 340,000; in the data active = inhibition above about 50%, passing the limit was not always enough; also: some results filed as inactive read as strong as hits
Glyco luc inh = increase of ERlucT glycosylation luciferase signal, primary screen, N-linked glycosylation inhibitor project, D54 ERlucT cells, luminescence, set 2; AID 588692, 2011; hit rate 0.23% among 360,000; reporter increase, % at 12.5 µM; D54 ERlucT glycosylation luciferase reporter, 24 h; percent of 100 nM tunicamycin response;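 active = mean luciferase reporter signal, scaled so untreated is 0 and the glycosylation-blocking control 100, at or above a set limit in every replicate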;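 also: luciferase carries N-glycosylation sites so blocking glycosylation raises the light; 0% = median of neutral control wells and 100% = median of 100 nM tunicamycin wells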
Exocytosis inh = LAMP-1 surface exposure blockers, TALL-104 cells – cell-based, flow cytometry, MLPCN library, primary screen; hit rate 0.66% among 360,000; TALL-104 LAMP-1 surface exposure; cells stimulated with thapsigargin and PMA; inhibition, % at 10 µM; AID 651702, 2012;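 active = inhibition above about 55%, limit read from the data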
TLR9-MyD88 inh = inhibitors of TLR9-MyD88 association in cells, primary screen, cell-based, CHO, BLA complementation, fluorescence; CCF4 FRET ratio; inhibition, % at 4.98 µM; hit rate 0.21% among 340,000; AID 504734, 2011;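 active = inhibition above the mean over all tested compounds plus 3 SD, cut at about 21% in these data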;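 also: 0% = DMSO only wells and 100% = clavulanate BLA inhibitor control wells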
MC4R ag barr = MC4R agonists recruiting beta-arrestin, primary screen, cell-based, luminescence, agonist arm of biased-ligand search | activation, % at 8.9 µM | hit rate 0.98% among 360,000 | Melanocortin receptor 4 (Homo sapiens), P32245 | AID 540308, 2011 | U2OS MC4R beta-arrestin complementation; percent of melanotan II response, DMSO zero;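 active = activation above a per-plate cutoff, the mean activation of sample wells on that plate plus 3 SD, cut at about 8% in these data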
ABHD5 PLIN5 PPI = ABHD5-PLIN5 interaction inhibitors, primary screen, cell lysate, split luciferase complementation, luminescence | Perilipin-5 (Homo sapiens) + 1-acylglycerol-3-phosphate O-acyltransferase ABHD5 (Homo … | inhibition, % at 4 µM | hit rate 0.78% among 360,000 | Split G. princeps luciferase complementation, 4 h;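 active = inhibition above the mean inhibition across every tested compound plus 3 SD, cut at about 22% in these data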;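 also: 0% = DMSO only wells and the 100% control is not disclosed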
The depositor's hits bear a star; i = inactive; · = no result given. Not all compounds are listed, so the mix of outcomes need not match the whole.

SMILES	NOD2-RIPK2 inh	aDG glyco act	ABCB6 inh 2	MC4R antag cAMP	Vif inh	Glyco luc inh	Exocytosis inh	TLR9-MyD88 inh	MC4R ag barr	ABHD5 PLIN5 PPI
O=C(Nc1ccn(CCCN2CCN(c3ncccn3)CC2)c(=O)n1)OCc1ccccc1	0	0.0	95	6	-5	0	-6	3	-1.7	4
O=C(COc1ccc(F)cc1)N1c2ccccc2CCc2ccccc21	3	-0.2	102	4	6	0	-11	5	1.0	-5
COc1cc(/C=N/NC(=O)c2nnn(-c3nonc3N)c2C(C)C)ccc1O	-11	-0.1	99	9	4	0	-1	-14	-3.7	7
CCCS(=O)(=O)NC(=O)C1(C)CCN(C(=O)c2cccs2)C1 (configuration not stated)	-20	-0.1	100	6	5	0	16	·	1.0	3
Cc1cccc(CCNC(=O)c2cccc(N3CCCC3=O)c2)c1	0	-0.2	105	-4	2	-7	-2	-6	-0.3	-2
CCC(=O)N(Cc1ccco1)Cc1cc2cc3c(cc2[nH]c1=O)OCO3	-6	-0.1	97	10	-1	-1	-3	-12	-1.7	3
O=C(CSC1=NNC(c2ccccn2)S1)Nc1ccccc1 (configuration not stated)	2	0.2	95	-2	8	10	18	-10	-1.5	10
Cc1cc(-c2csc(N)n2)c(C)n1-c1ccc(Cl)c(Cl)c1	-2	0.0	110	7	·	1	3	-2	-2.8	-12
COc1ccc2c(c1)OC[C@H]1[C@H]2N2C(=O)[C@H](C)NC(=O)[C@@]2(C)[C@H]1c1ccccc1	-1	0.0	100	8	-2	2	2	-1	-2.5	-1
CCOC(=O)N1CCN(c2c(NCCCN(CC)c3cccc(C)c3)c(=O)c2=O)CC1	0	0.0	101	3	3	1	-2	0	-1.3	-4
Cc1ccc(CN2CCC(n3nccc3NC(=O)c3ccc4c(c3)OCO4)CC2)o1	-10	-0.2	102	20	-5	0	3	-2	-1.6	-6
Cc1ccc(S(=O)(=O)NC(=O)C2(C)CCN2C(=O)CC2CCCC2)cc1 (configuration not stated)	-11	-0.2	98	13	-6	1	1	·	-0.5	3
COc1cccc(CC(NC(C)=O)C(=O)NC2CCN(S(=O)(=O)c3ccc4ccccc4c3)CC2)c1 (configuration not stated)	-4	-0.3	95	0	·	-3	4	3	-0.4	5
CC1CCc2c(sc3ncnc(NCCN4CCOCC4)c23)C1 (configuration not stated)	-6	-0.1	98	0	6	0	-3	11	-0.1	3
CN(C)c1cc[n+](Cc2ccccc2)cc1	2	0.0	98	8	-1	1	-1	-15	-0.2	0
COc1ccc(N=Cc2c(O)[nH]c3ccccc23)cc1OC	2	2.2	86	5	12	-3	0	-7	0.3	-4
CCCNC(=O)c1cc(C)no1	1	0.1	94	-3	0	2	5	4	-2.0	2
NC(=O)c1c(NC(=O)CCCC(=O)O)sc2c1CCCCCC2	-11	0.1	97	2	4	5	1	4	0.2	0
Cc1nnc(SCC(=O)NNC(=O)COc2ccc(Cl)cc2)n1C	-2	-0.1	95	-3	-5	0	-5	6	1.5	10
CC12CCC(=O)C=C1CCC1C2C(O)CC2(C)C(c3csc(N)n3)CCC12 (configuration not stated)	-13	2.3	96	-1	-2	-4	-7	8	-2.2	1
CCCN(CC(=O)Nc1ccccc1OC)C(=O)Cn1c(=O)oc2ccccc21	-5	0.2	99	4	7	-2	20	0	-1.6	-9
CC(Sc1cnccn1)C(=O)O (configuration not stated)	-2	0.9	105	26	3	0	0	·	2.1	-1
Cc1ccc2c(c1)N(CC(=O)Nc1ccccc1F)C(=O)CO2	-17	0.0	102	-2	-4	-1	5	2	0.3	-3
CC(=O)Nc1ccc(NC(=O)C(C)n2nc([N+](=O)[O-])c(Br)c2C)cc1 (configuration not stated)	3	-0.2	102	10	-1	0	0	-16	-1.2	-1
CC(C)c1cc[n+](-c2nc([O-])sc2C=O)cc1	-11	-0.2	108	4	·	1	12	6	1.3	-24
COc1ccc(CCNC(=O)c2ccc(Cl)cc2Cl)cc1	-7	-0.1	102	7	4	0	-3	12	0.6	0
O=[N+]([O-])c1ccc(N/N=C/c2sc(N3CCOCC3)nc2-c2ccccc2)c(S(=O)(=O)Nc2ccc(Cl)cc2)c1	-2	-0.8	i	25	-4	-17	3	-5	-1.5	-1
CC1(C(=O)NS(=O)(=O)c2ccc(F)cc2F)CCN1C(=O)c1ccccc1 (configuration not stated)	-5	-0.2	101	14	7	1	0	·	0.7	1
Cn1cc(-c2cc(C(=O)O)on2)cn1	-3	0.0	98	12	-13	-2	6	-4	0.9	3
CCCNS(=O)(=O)c1ccc(CCC(=O)NCCc2ccc(OC)c(OC)c2)cc1	-11	-0.3	102	-4	-4	0	1	-5	-1.8	-1
Cc1c(NC(=O)c2cc(-c3cccc(Cl)c3)on2)c(=O)n(-c2ccccc2)n1C	2	0.0	91	2	18	-2	-8	-4	1.1	-5
CCN(CC)C(=O)C1=C(C)N(Cc2ccc(F)cc2)C(=O)C(CC(=O)NCc2ccco2)C1 (configuration not stated)	-4	-0.3	97	6	0	1	-1	-11	0.8	0
COc1ccccc1NC(=S)NC1CCCCC1	-9	0.1	100	10	0	4	-1	5	-1.8	-7
O=C(COC(=O)/C=C/c1ccc(F)cc1)Nc1ccc2[nH]c(=O)[nH]c2c1	-5	-0.1	99	8	·	0	-13	-8	0.9	1
CCOC(=O)c1cnc2nc(SC)nn2c1N	-4	-0.2	98	2	-2	1	1	-3	-0.9	0
CC(Cc1ccccc1)C(=O)N(C)Cc1cccnc1 (configuration not stated)	-4	-0.2	102	-2	-6	-1	36	-2	0.1	-4

Entries above with a nitro group on carbon, in the order listed:
SMILES	NOD2-RIPK2 inh	aDG glyco act	ABCB6 inh 2	MC4R antag cAMP	Vif inh	Glyco luc inh	Exocytosis inh	TLR9-MyD88 inh	MC4R ag barr	ABHD5 PLIN5 PPI
CC(=O)Nc1ccc(NC(=O)C(C)n2nc([N+](=O)[O-])c(Br)c2C)cc1 (configuration not stated)	3	-0.2	102	10	-1	0	0	-16	-1.2	-1
O=[N+]([O-])c1ccc(N/N=C/c2sc(N3CCOCC3)nc2-c2ccccc2)c(S(=O)(=O)Nc2ccc(Cl)cc2)c1	-2	-0.8	i	25	-4	-17	3	-5	-1.5	-1

Later entries:
SMILES	NOD2-RIPK2 inh	aDG glyco act	ABCB6 inh 2	MC4R antag cAMP	Vif inh	Glyco luc inh	Exocytosis inh	TLR9-MyD88 inh	MC4R ag barr	ABHD5 PLIN5 PPI
CC(CCc1ccccc1)NC(=O)COC(=O)C1=COCCO1 (configuration not stated)	1	0.7	98	9	-3	4	0	-11	-1.9	2
COc1ccc(-n2nc3c(c2NC(=O)c2ccc(S(=O)(=O)N4CCOCC4)cc2)CS(=O)(=O)C3)cc1	-2	-0.1	95	-8	-5	0	-4	-4	-1.8	1
CCCn1c(C)cc(C(=O)COc2ccc(C)nc2[N+](=O)[O-])c1C	-12	0.5	95	9	8	-4	18	10	-0.6	3
CCOc1ccc(NC(=O)CSc2nnc(NC(=O)C3CC3)s2)cc1	16	0.1	106	11	7	0	-7	2	0.4	-4
CNC(=O)c1ccc2c(c1)nnn2C	-10	-0.2	94	9	11	1	4	0	-3.1	-6
COc1ccc(CC(=O)Nc2cccc3ccccc23)cc1OC	-5	0.1	86	-4	-21	-2	-21	1	-1.5	-1
Cc1cccc(Nc2nc(C)nc3c2oc2ccccc23)c1	7	0.2	101	-1	-5	2	14	-3	1.3	1
O=C(O)CC(C(=O)N(c1ccccc1)c1ccccc1)N1CCOCC1 (configuration not stated)	-6	-0.3	117	-3	-6	3	-1	2	0.1	-2
CN(Cc1cccs1)C(=O)COc1cccc2c1OC(C)(C)C2	-1	0.0	91	3	0	0	18	-7	-1.7	3
CN1CCN(C(=O)/C(=C\c2cccs2)NC(=O)c2ccccc2)CC1	1	0.1	98	1	-2	-1	27	-2	-1.6	-3
COc1cc(CNCc2ccncc2)ccc1OCC(N)=O	1	0.0	95	9	1	1	-3	-10	0.2	-4
COc1ccc(C(=O)Nc2cccc3c2C(=O)NC3=O)cc1S(=O)(=O)N1CCOCC1	-2	-0.3	84	-8	2	3	0	4	-1.7	-4
O=C(c1ccc(Cl)cc1)[C@@H]1[C@@H]2C(=O)N(c3ccc(Cl)cc3)C(=O)[C@@H]2C2c3ccccc3C=NN21 (some centres not stated)	1	-0.4	100	13	2	-2	0	2	-2.5	-6
COc1ccccc1CNc1nc(NCc2ccccc2F)c2sccc2n1	2	1.7	87	-12	-28	-3	31	·	-2.8	10
CC(C)(C)CNc1cc(N2CCOCC2)ccc1[N+](=O)[O-]	5	-0.5	91	0	-5	-4	0	2	-3.8	3
Cn1c(=O)oc2cc(S(=O)(=O)NCc3ccc(C(=O)O)cc3)ccc21	-19	0.1	120	3	1	4	0	6	1.6	0
CCn1c(=O)n(CC)c2cc(S(N)(=O)=O)c(C)cc21	-9	-0.3	100	0	1	0	-6	-1	-1.0	7
COc1ccccc1CNC(=O)c1cc(-c2ccccc2)nn1CC1CC(c2cccnc2)=NO1 (configuration not stated)	1	-0.3	101	10	-3	-3	-5	-2	2.9	-3
CCN(CC)S(=O)(=O)c1ccc(N=Nc2cc(C)cc(Br)c2O)cc1	-10	-0.4	92	10	10	0	0	5	1.1	1
COc1ccc(C(=O)COC(=O)C2COc3ccccc3O2)c(OC)c1 (configuration not stated)	-5	-0.3	96	-3	-2	2	-10	-1	-2.6	1
COc1ccc(C(=O)N/N=C/c2cc3ccccc3[nH]c2=O)cc1	1	0.0	91	-21	-9	4	0	-1	-3.3	2
C[C@H](CO)N1C[C@H](C)[C@@H](CN(C)S(=O)(=O)c2ccc(-n3cccn3)cc2)OCc2cnnn2CCCC1=O	5	-0.1	96	16	·	3	-2	-9	-0.6	7
O=C(CC(=O)N/N=C/c1ccccc1)NCc1ccccc1	12	-0.3	91	9	17	0	-2	2	-2.2	2
c1ccc(-c2nc(N3CCCC3)nc3ccccc23)cc1	4	0.2	100	-7	-1	2	2	7	-2.0	-3
COc1ccc(N(C(=O)CNC(=O)c2cccs2)C(C(=O)NC2CCCC2)c2cccnc2)cc1 (configuration not stated)	6	-0.3	108	7	19	1	2	-8	-1.6	-1
Cc1ccc(S(=O)(=O)N(C)C)cc1NC(=S)N1CCc2ccccc21	-6	-0.1	93	0	3	2	0	6	-2.7	-5
Cc1cnc(C(=O)OCC(=O)c2cc(C)n(C)c2C)cn1	1	-0.6	99	16	10	0	-1	-7	-3.9	0
O=C(OCCOc1cccc(Cl)c1)c1cc(S(=O)(=O)N2CCCCC2)ccc1N1CCOCC1	-13	1.2	89	7	-17	-4	3	-15	-0.7	8
CC(C)(C)n1ncc2c(=O)n(CC(=O)N3CCc4ccccc43)cnc21	-4	-0.3	·	-2	-4	-1	-1	-1	-1.4	-1

Screening data: PubChem, several laboratories
